Hsp70 displacement: Hsp70 inhibitors, probe displacement, primary screen, biochemical, fluorescence polarization (AID 583); Hsp70 fluorescence polarization probe displacement, mP; higher % means a stronger effect; displacement, % at 20 µM; hits with a dose series show IC50 in µM; hit rate 0.06% among 140,000; in the data active = displacement above about 50%;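 note: plate controls were vehicle for no effect and reference ligand for full effect; a part of the inactive calls stands beside numbers as strong as those of hits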
MKP-3 inhibition: inhibition of rat DUSP6 enzyme activity – biochemical, in vitro, primary screen (AID 425) | recombinant MKP-3 phosphatase activity, fluorescence; higher % means a stronger effect | one-dose inhibition, % at 20 µM; IC50 in µM for titrated hits | hit rate 0.17% among 110,000; in the data active = inhibition above about 50%;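 note: plate controls were vehicle for no effect and reference inhibitor for full effect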
* hit, by the source's call; & = joins results of further samples. Some of the compounds tested (hit frequency here may not be typical).

For CCNC(=O)CN(c1ccccc1OCC)S(=O)(=O)c1ccccc1 the results were Hsp70 displacement -0.5% and MKP-3 inhibition -1.5%.
`Cc1ccc(C(=O)CSc2nnc(-c3cccs3)n2C)o1` gave Hsp70 displacement -0.7% and MKP-3 inhibition -4.5%.
Screening O=C1NC(=Nc2ccc(F)cc2)S/C1=C\c1ccco1 returned Hsp70 displacement 0.7% and MKP-3 inhibition -6.3%.
CN(C(=O)c1ccc(Cl)c(S(=O)(=O)N2CCOCC2)c1)c1ccccc1C(=O)O was read as Hsp70 displacement 5.9% and MKP-3 inhibition 16.1%.
COC(=O)c1cc(NC(=O)Nc2cc(OC)ccc2OC)cc(C(=O)OC)c1 was read as Hsp70 displacement 5.6%.
Screening COc1ccc(-c2nc(C)c(C(C)=O)n2O)cc1 returned Hsp70 displacement 3.2%.
Screening CC(=O)N1CCN(c2ccc(NCc3ccccc3)cc2)CC1 returned Hsp70 displacement -2.7% and MKP-3 inhibition -14.2%.
For CCOC(=O)C1=C(C)N=C2SC(CC)C(=O)N2C1c1ccc(OC(C)=O)c(OCC)c1 (configuration not stated) the results were MKP-3 inhibition -2.4%.
Screening COc1ccc(C2C(C(C)=O)=C(O)C(=O)N2CCN(C)C)cc1 (configuration not stated) returned Hsp70 displacement -3.0% and MKP-3 inhibition 3.9%.
Cc1ccc2[nH]c(=O)c(CN(CCCN3CCOCC3)Cc3nnnn3C3CCCC3)cc2c1 was read as Hsp70 displacement 0.4% and MKP-3 inhibition -2.8%.
`COc1cc(/C=C2/SC(=S)N(Cc3ccccc3)C2=O)ccc1OCC#N` gave Hsp70 displacement -1.8% and MKP-3 inhibition -0.2%.
`O=C(NCC(=O)N(CCc1ccccc1)C(C(=O)NC1CCCCC1)c1ccncc1)c1ccco1` (configuration not stated) gave Hsp70 displacement 5.1% and MKP-3 inhibition -1.6%.
COc1ccccc1N=C(NOCc1ccc(Cl)cc1Cl)c1nonc1N was read as Hsp70 displacement -1.5% and MKP-3 inhibition 4.0%.
O=S(=O)(NC1CCCC1)c1ccc(S(=O)(=O)N2CCN(c3ccccc3)CC2)cc1 was read as Hsp70 displacement -3.6%.
Screening O=S(=O)(c1ccccc1)c1nc(Nc2ccccc2N2CCOCC2)sc1Cl returned Hsp70 displacement 1.3% and MKP-3 inhibition -11.2%.
For COc1ccc(-c2c(=O)n(OCc3ccccn3)c3ccccc3[n+]2[O-])cc1OC the results were Hsp70 displacement 2.7% and MKP-3 inhibition -4.1%.
`O=S(=O)(c1ccc(-c2csc(-c3cccnc3)n2)cc1)N1CCCCC1` gave Hsp70 displacement -0.6% and MKP-3 inhibition -2.7%.
Screening CCOC(=O)c1ccc(NC(=O)Nc2ccc(S(N)(=O)=O)cc2)cc1 returned Hsp70 displacement 5.0% and MKP-3 inhibition -8.6%.
For O=S(=O)(Cc1cccc(F)c1)c1c[nH]c2ccccc12 the results were Hsp70 displacement 3.3% and MKP-3 inhibition -1.6%.
For Cc1ccc2oc(=O)c3cnn(CC(=O)NCCN4CCOCC4)c3c2c1 the results were Hsp70 displacement 0.0% and MKP-3 inhibition -1.7%.
`CCCCOC(=O)Nc1nnc(CCOCC)s1` gave Hsp70 displacement 0.3% and MKP-3 inhibition -2.8%.
`COc1ccc(/C(N)=N/OC(=O)c2ccc(C)c([N+](=O)[O-])c2)cc1OC` gave Hsp70 displacement -7.3%.
Screening O=C(Oc1cccc(NC(=O)c2ccco2)c1)c1ccc(Br)c(S(=O)(=O)N2CCCCC2)c1 returned Hsp70 displacement -0.3%.
For N#C/C(=C(/O)c1ccc([N+](=O)[O-])cc1)c1nc2ccccc2[nH]1 the results were Hsp70 displacement 1.7% and MKP-3 inhibition 1.9%.
`CSc1ccccc1C(=O)O/N=C(\c1ccncc1)c1ccc([N+](=O)[O-])cc1` gave Hsp70 displacement 1.7% and MKP-3 inhibition 1.9%.
NS(=O)(=O)c1ccc(NC(=S)Nc2ccc(F)cc2)cc1 was read as Hsp70 displacement -1.7% and MKP-3 inhibition 1.6%.
`CC(=O)NCC1OCCc2ccccc21` (configuration not stated) gave Hsp70 displacement -8.4% and MKP-3 inhibition 0.4%.
Screening COc1ccc(NC(=O)Cn2nc(C(F)(F)F)c3c2CCCC3)c(OC)c1 returned Hsp70 displacement 0.8% and MKP-3 inhibition 0.1%.
Screening CN(C)S(=O)(=O)c1cccc(C(=O)NCc2ccco2)c1 returned Hsp70 displacement 3.0% and MKP-3 inhibition -3.7%.
`Cc1sc2nc(-c3cc(Cl)ccc3O)[nH]c(=O)c2c1C` gave Hsp70 displacement -4.9% and MKP-3 inhibition 3.7%.
O=C(COc1ccc(S(=O)(=O)N2CCCC2)cc1Cl)NC1CCCC1 was read as Hsp70 displacement 5.3%.
Screening Cc1cc(NNC(=O)c2ccccc2O)c2cccc(C)c2n1 returned Hsp70 displacement -5.4% and MKP-3 inhibition 3.1%.
Cn1c(=O)c2c(nc(NCCc3ccccc3)n2CC(=O)NCCc2ccccc2)n(C)c1=O was read as Hsp70 displacement 6.7% and MKP-3 inhibition 3.6%.
Screening CC1CCCN(CCCNC(=O)c2coc3nc4ccccc4nc23)C1 (configuration not stated) returned Hsp70 displacement 2.9% and MKP-3 inhibition 9.4%.
`Cc1ccc(Cl)cc1NC1=NC(=S)N(C(C)C)C12CCCCC2` gave Hsp70 displacement -3.1%.
For CCc1ccc(Oc2cc(C)nc(N)n2)cc1 the results were Hsp70 displacement -4.0%.

An excerpt from above in order of molar mass, ascending:
Screening Cc1cc(NNC(=O)c2ccccc2O)c2cccc(C)c2n1 returned Hsp70 displacement -5.4% and MKP-3 inhibition 3.1%.
NS(=O)(=O)c1ccc(NC(=S)Nc2ccc(F)cc2)cc1 was read as Hsp70 displacement -1.7% and MKP-3 inhibition 1.6%.
`Cc1ccc(Cl)cc1NC1=NC(=S)N(C(C)C)C12CCCCC2` gave Hsp70 displacement -3.1%.
Screening COc1ccc(NC(=O)Cn2nc(C(F)(F)F)c3c2CCCC3)c(OC)c1 returned Hsp70 displacement 0.8% and MKP-3 inhibition 0.1%.
O=C(COc1ccc(S(=O)(=O)N2CCCC2)cc1Cl)NC1CCCC1 was read as Hsp70 displacement 5.3%.
`CSc1ccccc1C(=O)O/N=C(\c1ccncc1)c1ccc([N+](=O)[O-])cc1` gave Hsp70 displacement 1.7% and MKP-3 inhibition 1.9%.
Cn1c(=O)c2c(nc(NCCc3ccccc3)n2CC(=O)NCCc2ccccc2)n(C)c1=O was read as Hsp70 displacement 6.7% and MKP-3 inhibition 3.6%.

(list continues)
COc1cc(/C=N\NC(=O)COc2cccc(Cl)c2)ccc1OC(=O)c1cc(OC)c(OC)c(OC)c1 was read as Hsp70 displacement 3.8% and MKP-3 inhibition -1.3%.
`CCn1c(=O)cc(SCC(=O)NCc2cccnc2)c2ccccc21` gave Hsp70 displacement -9.5% and MKP-3 inhibition -0.9%.
Screening CCOc1ccc(NC(=O)Nc2ccc3nccnc3c2)cc1 returned Hsp70 displacement 1.7% and MKP-3 inhibition -3.0%.
Screening COc1ccc2c(c1)-c1c(sn(-c3cc(C)cc(C)c3)c1=S)C(C)(C)N2 returned Hsp70 displacement 1.8% and MKP-3 inhibition -0.2%.
CCOc1cc(C=C2C(=O)NC(=O)NC2=O)ccc1OCCOCCOc1ccc(C)cc1 was read as Hsp70 displacement -6.8% and MKP-3 inhibition 4.4%.
Screening CCCc1nc(NCc2ccc3c(c2)OCO3)c2nnn(Cc3ccccc3Cl)c2n1 returned Hsp70 displacement -1.1%.
Screening O=C(c1ccc(S(=O)(=O)N2CCOCC2)cc1)N1CCN(c2cccc(Cl)c2)CC1 returned Hsp70 displacement 3.9% and MKP-3 inhibition -4.0%.
Cc1noc(C)c1C(=O)OCC(=O)Nc1ccccc1C(=O)NC(C)c1ccccc1 (configuration not stated) was read as Hsp70 displacement -2.0% and MKP-3 inhibition -7.3%.
`COCCCNC(=O)Cn1ncc2c(=O)oc3ccccc3c21` gave Hsp70 displacement -0.8% and MKP-3 inhibition -10.3%.
For COc1cc(CN2CCN(C(=O)CC(C)C)CC2)cc(OC)c1O the results were Hsp70 displacement 1.3%&-8.4% and MKP-3 inhibition 0.7%&2.0%.
COc1ccc(C(=O)Nc2cccc(-c3nc4ccccc4s3)c2)cc1Br was read as Hsp70 displacement -0.5% and MKP-3 inhibition 15.7%.
For CC(C)(C)C(=O)/C=C(O)\C(O)=C/C(=O)C(C)(C)C the results were Hsp70 displacement 1.9% and MKP-3 inhibition -3.7%.
CCOC(=O)CSc1nnnn1-c1cc(OC)c(Cl)cc1OC was read as Hsp70 displacement 0.4% and MKP-3 inhibition -2.5%.
Screening Brc1ccc2c(c1)c(-c1ccccc1)nc1nnnn12 returned Hsp70 displacement -1.0% and MKP-3 inhibition 1.6%.
Screening CCCCN(CCCC)CCCCSc1ccc(O)cc1 returned Hsp70 displacement -1.3% and MKP-3 inhibition 1.1%.
Screening Cc1ccc(-c2csc(Nc3cccc(O)c3)n2)c(C)c1 returned Hsp70 displacement 6.0% and MKP-3 inhibition 0.4%.
CCN(CCCNC(=O)c1c(C)cc(=O)oc1C)c1cccc(C)c1 was read as Hsp70 displacement -2.0% and MKP-3 inhibition -6.0%.
Cc1cc(=O)oc2c1ccc1oc(/C(=N\O)c3ccccc3)c(-c3ccccc3)c12 was read as Hsp70 displacement 3.2% and MKP-3 inhibition 4.4%.
For C/C(=C\COc1cc(=O)[nH]c2ccccc12)CCC1OC(C)(C)OC1(C)C (configuration not stated) the results were Hsp70 displacement 1.1% and MKP-3 inhibition -1.2%.
CNCCCC1c2ccccc2C=Cc2ccccc21 was read as Hsp70 displacement -5.1% and MKP-3 inhibition 3.7%.
Screening Cc1sc2nc(SCC(=O)NCCO)[nH]c(=O)c2c1C returned Hsp70 displacement 1.1% and MKP-3 inhibition -3.8%.
COc1ccccc1-n1c(=O)c2c3c(sc2n2c(SC(C)C)nnc12)CCC3 was read as Hsp70 displacement -2.4% and MKP-3 inhibition 7.6%.
For CCCn1nnc(NC(=O)c2ccco2)n1 the results were Hsp70 displacement 3.6% and MKP-3 inhibition -2.0%.
For CCOc1ccc(NC(=O)CN(c2cc(C)cc(C)c2)S(=O)(=O)c2ccccc2)cc1 the results were Hsp70 displacement -2.0% and MKP-3 inhibition 0.0%.
Screening O=c1/c(=C/c2ccco2)sc2n1CN(c1cccc(Br)c1)CN=2 returned Hsp70 displacement 2.4%.
Screening CCOC(=O)C(NC(=O)c1ccc(OC)cc1)(N1CCOCC1)C(F)(F)F (configuration not stated) returned Hsp70 displacement -8.7% and MKP-3 inhibition -8.0%.
Screening COc1ccc(-n2c(NN)nc3sc4c(c3c2=O)CCCC4)cc1 returned Hsp70 displacement -4.5% and MKP-3 inhibition 7.6%.
Screening CC(C)OCCCNC(=O)C(=O)NCc1cccc(CNC(=O)C(=O)NCCCOC(C)C)c1 returned Hsp70 displacement 3.3% and MKP-3 inhibition 2.1%.
`C=CCn1c(SC2CCOC2=O)nc2sc(CC)cc2c1=O` (configuration not stated) gave Hsp70 displacement 7.6%.
CCCSc1nc(SCC(=O)NCc2ccccc2)c2c3c(sc2n1)COC(C)(C)C3 was read as Hsp70 displacement 3.2%.
NC(=O)c1cccc(S(=O)(=O)N2CCOCC2)c1 was read as Hsp70 displacement 2.4% and MKP-3 inhibition -3.9%.
`CCOC(=O)CSc1nc2c(c(=O)[nH]c(=O)n2C)n1CCc1ccccc1` gave Hsp70 displacement -2.7% and MKP-3 inhibition 1.5%.
`Cc1ccc(-c2ccc(/C=N/n3nnnc3N)o2)cc1Cl` gave Hsp70 displacement -42.9% and MKP-3 inhibition 0.7%.
For CC(C)N(C(=O)CSc1nc2ccccc2s1)c1ccccc1 the results were Hsp70 displacement 1.3% and MKP-3 inhibition -1.9%.
For CN1CCN(c2ncnc3c2[nH]c2ccc(F)cc23)CC1 the results were Hsp70 displacement -4.4% and MKP-3 inhibition 0.4%.
`C/C(=N/Nc1nc(-c2ccccc2)cs1)C(C)(C)C` gave Hsp70 displacement 3.2% and MKP-3 inhibition 1.4%.
`COC(=O)c1cc(C(=O)N2CCN(c3ccccc3OC)CC2)cc([N+](=O)[O-])c1` gave Hsp70 displacement -0.6% and MKP-3 inhibition 1.4%.
Screening Cc1ccc(-c2cc(C(=O)N/N=C/c3c(C)nn(-c4ccccc4)c3C)[nH]n2)cc1 returned Hsp70 displacement -2.4% and MKP-3 inhibition 1.5%.
Cn1c(=O)c2c(nc(SCCN3CCOCC3)n2Cc2ccc(Cl)cc2)n(C)c1=O was read as Hsp70 displacement -0.9% and MKP-3 inhibition -3.3%.
